Source: PubChem BioAssay
Efflux pump mplx – antifungal efflux pump inhibition, Nile Red retention; S. cerevisiae Candida pump triplex; inhibition, % at 10 µM; 0.44% of 330,000 active;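 active = plate passing quality check with inhibition over a set limit, or well fluorescence over plate mean plus 4 SD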;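 also: Nile Red retained in pooled yeast measured as flow cytometry median fluorescence; 0% = buffer negative control and 100% = Enniatin B positive control; higher means more Nile Red kept so more efflux inhibition; some compounds called inactive have numbers as strong as hits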
RPL19A TOR yeast – modulators of TOR pathway RPL19A-GFP in S. cerevisiae; S. cerevisiae RPL19A-GFP strain, flow cytometry, 3 h; active compounds read low; percent response vs DMSO, % at 10 µM; 0.3% of 330,000 active;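 active = percent response vs DMSO below 50%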;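 also: median channel GFP fluorescence of the barcoded RPL19A-GFP strain; ratio of sample median GFP to plate DMSO average so 100% = DMSO; lower means less RPL19A-GFP as with rapamycin TOR inhibition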
AHR act – human AHR activation; 2.5% of 320,000 active; activation, % at 5 µM; AID 2796; AHR-responsive luciferase reporter cells, luminescence; P35869; in the data active = activation above about 47%;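 also: 0% = vehicle wells and 100% = reference agonist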
Target sequence (P35869 whole entry, looked up): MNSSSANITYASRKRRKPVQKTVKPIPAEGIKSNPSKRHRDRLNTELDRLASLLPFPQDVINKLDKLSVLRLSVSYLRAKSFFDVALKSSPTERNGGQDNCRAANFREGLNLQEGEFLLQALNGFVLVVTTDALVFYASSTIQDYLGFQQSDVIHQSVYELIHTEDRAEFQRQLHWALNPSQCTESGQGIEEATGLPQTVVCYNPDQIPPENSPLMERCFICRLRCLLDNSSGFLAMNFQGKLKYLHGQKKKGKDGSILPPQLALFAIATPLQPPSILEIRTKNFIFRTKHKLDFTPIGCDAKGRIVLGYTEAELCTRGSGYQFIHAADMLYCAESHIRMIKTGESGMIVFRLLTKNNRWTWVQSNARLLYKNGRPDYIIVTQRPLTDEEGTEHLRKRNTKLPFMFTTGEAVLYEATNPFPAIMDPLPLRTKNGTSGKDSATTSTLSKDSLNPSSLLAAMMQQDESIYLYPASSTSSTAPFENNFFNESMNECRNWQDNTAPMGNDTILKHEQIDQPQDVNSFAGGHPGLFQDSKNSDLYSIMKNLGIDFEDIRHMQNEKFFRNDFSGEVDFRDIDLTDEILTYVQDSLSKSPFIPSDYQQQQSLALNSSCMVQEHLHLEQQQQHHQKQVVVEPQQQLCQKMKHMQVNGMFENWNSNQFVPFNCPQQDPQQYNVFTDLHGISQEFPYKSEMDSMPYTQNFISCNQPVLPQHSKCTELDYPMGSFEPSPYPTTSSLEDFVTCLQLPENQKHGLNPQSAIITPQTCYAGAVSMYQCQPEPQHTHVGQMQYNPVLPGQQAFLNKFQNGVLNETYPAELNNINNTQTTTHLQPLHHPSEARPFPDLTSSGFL
LAP4-GFP MLPCN – modulators of TOR pathway LAP4-GFP in S. cerevisiae. GFP response vs DMSO, % at 10 µM. 0.34% of 320,000 active. S. cerevisiae LAP4-GFP multiplex, flow cytometry GFP, 3 h; median GFP as percent of DMSO wells;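 active = GFP response vs DMSO above a set limit, about the screen mean plus 3 SD, cut at about 150% in these data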
MEP2-GFP yeast – yeast TOR pathway MEP2-GFP modulation; AID 2016; 0.51% of 330,000 active; S. cerevisiae MEP2-GFP strain, flow cytometry GFP, 3 h; 100% = DMSO control level; GFP response vs DMSO, % at 10 µM;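 active = GFP response versus DMSO above a set limit, roughly screen mean plus 3 SD, cut at about 180% in these data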;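 also: median GFP fluorescence of the barcode-gated MEP2-GFP cells per well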
CIT2-GFP yeast – modulators of TOR pathway CIT2-GFP in S. cerevisiae; GFP response vs DMSO, % at 10 µM; S. cerevisiae CIT2-GFP strain, flow cytometry, 3 h; 100 means same as DMSO wells; AID 2029; 0.065% of 320,000 active;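 active = GFP response relative to DMSO above a set limit, near the screen mean plus 3 SD, cut at about 150% in these data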;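 also: ratio of well median GFP fluorescence to mean of DMSO wells on the plate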
Yeast superoxide – caloric restriction mimetics inhibiting age-related superoxide in yeast; superoxide response (% of plate mean), % at 10 µM; 0.18% of 330,000 active; S. cerevisiae aged cells, superoxide DHE fluorescence; active compounds read low;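 active = superoxide response under a set limit, about three screen SD below normal, cut at about 65% in these data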;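 also: yeast aged for seven days with compound at 30 °C before DHE staining; 100% = average MFI of all compound-treated wells on the plate with controls excluded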
AGP1 TOR yeast – modulators of TOR pathway AGP1-GFP in S. cerevisiae | S. cerevisiae AGP1-GFP multiplex flow cytometry, 3 h; GFP as percent of DMSO wells | GFP response vs DMSO, % at 10 µM | 0.02% of 320,000 active | AID 2066;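 active = GFP response relative to DMSO above a set limit, near screen average plus 3 SD, cut at about 150% in these data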;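 also: median GFP channel fluorescence of the gated AGP1 strain per well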
* hit, by the source's call; x = not tested or not shown; + = active, no number.

entry	SMILES	Efflux pump mplx	RPL19A TOR yeast	AHR act	LAP4-GFP MLPCN	MEP2-GFP yeast	CIT2-GFP yeast	Yeast superoxide	AGP1 TOR yeast
1	CCOc1ccc(CCNC(=O)C2CCCN(S(C)(=O)=O)C2)cc1OCC (configuration not stated)	-0.3	107	0	97	108	106	102	104
2	CCC(C(=O)OCC(=O)Nc1cc(Cl)cc(Cl)c1)c1ccccc1 (configuration not stated)	0.1	100	6	94	104	94	86	95
3	CC(C)Cn1c(N)c(C(=O)COC(=O)c2c(O)c(Cl)cc(Cl)c2Cl)c(=O)n(C)c1=O	1.1	300	-1	+	+	+	106	320*
4	O=C(Nc1nnc(-c2ccco2)o1)c1ccc(N2C(=O)CCC2=O)cc1	0.1	99	0	92	100	100	97	43
5	Cc1cc(Cl)ccc1OCCCC(=O)NCC1CCCO1 (configuration not stated)	0.1	99	3	106	103	93	94	100
6	CCOC(=O)C1CCN(C(=S)Nc2cccc(C)c2)CC1	-0.3	91	0	92	91	88	140	90
7	CCCCC(=O)N(c1ccc(OCC)cc1)C1C=CS(=O)(=O)C1 (configuration not stated)	-0.1	99	0	98	102	106	110	103
8	COc1ccc(C(=O)C2CCCN(C(=O)c3ccoc3C)C2)cc1F (configuration not stated)	-0.1	105	2	98	101	106	101	102
9	COc1cc(CCC(=O)OCC(=O)NCC2CCCCC2)cc(OC)c1OC	-0.1	95	0	98	92	103	93	101
10	CCc1c(C#N)c(SCCC(=O)Nc2ccc(C)cc2)nc2c1C(=O)CC(C)(C)C2	-0.1	98	3	101	91	99	91	112
11	O=C(CN1CCN(S(=O)(=O)c2ccc(Br)cc2)CC1)N/N=C/c1ccco1	-0.1	102	1	91	100	98	104	99
12	N#Cc1c(-c2ccc(F)cc2)cc(C2CC2)nc1SCC(=O)c1cccs1	-0.6	98	3	83	92	96	92	92
13	CCC(NC(=O)CCC(=O)N1CCN(S(=O)(=O)c2ccc(C)cc2)CC1)c1ccc(C)cc1 (configuration not stated)	0.2	100	-1	103	113	103	87	102
14	Cc1cc(S(=O)(=O)N2CCOCC2)ccc1OCC(=O)N1CCOCC1	-0.1	100	1	113	104	97	95	103
15	Cc1cc(C(=O)O)ccc1NCc1ccncc1	-0.1	109	0	104	108	101	99	103
16	COc1cc(OC)c(C(=O)OCC(=O)N(Cc2ccccc2)C(C)(C)C)cc1OC	0.1	97	-1	102	96	91	109	79
17	CS(=O)(=O)N(CC(=O)NCc1ccc2c(c1)OCO2)Cc1ccccc1	0.1	94	-1	95	102	94	127	98
18	O=C(NCc1ccccc1F)C1CCCN1C(=O)Nc1ccccc1 (configuration not stated)	-0.1	104	-2	97	108	109	94	107
19	O=C(COc1ccccc1[N+](=O)[O-])OCC(=O)N1CCC(Cc2ccccc2)CC1	0.6	90	17	89	95	91	94	85
20	Cc1ccc(C)c(N2CC(C(=O)Nc3nccs3)CC2=O)c1 (configuration not stated)	0.2	96	-1	98	98	101	102	97
21	COCCCN(C(=O)Nc1cccc(Cl)c1)C(C)c1ccccn1 (configuration not stated)	0.0	99	2	97	100	94	99	103
22	COC(=O)[C@H](Cc1ccccc1)NC(=O)NCc1ccc(C)cc1	-0.1	96	-2	110	103	99	109	101
23	CSCCC(NC(=O)c1ccco1)C(=O)N1CCN(c2ccccc2O)CC1 (configuration not stated)	0.2	103	2	101	98	93	95	101
24	CCC(=O)Nc1ccc2c(c1)nc(CCN1CCN(c3ccccn3)CC1)n2C	0.0	106	x	97	109	95	91	99
25	Cc1ccc(C)c(-n2nnnc2SCC(=O)NCCC2=CCCCC2)c1	-0.1	100	-2	94	112	100	109	100

Limited to LAP4-GFP MLPCN, Yeast superoxide and RPL19A TOR yeast, for some of the entries so far:
nr	SMILES	LAP4-GFP MLPCN	Yeast superoxide	RPL19A TOR yeast
8	COc1ccc(C(=O)C2CCCN(C(=O)c3ccoc3C)C2)cc1F (configuration not stated)	98	101	105
9	COc1cc(CCC(=O)OCC(=O)NCC2CCCCC2)cc(OC)c1OC	98	93	95

The results go on.
entry	SMILES	Efflux pump mplx	RPL19A TOR yeast	AHR act	LAP4-GFP MLPCN	MEP2-GFP yeast	CIT2-GFP yeast	Yeast superoxide	AGP1 TOR yeast
26	CC(CCn1cccn1)NC(=O)CCc1nnc(C2CCCCC2)o1 (configuration not stated)	0.1	93	1	87	90	90	95	88
27	O=C(Cc1ccc(Cl)cc1)NCCS(=O)c1ccc(Cl)cc1 (configuration not stated)	0.0	107	2	97	116	110	101	104
28	Cc1ccc(S(=O)(=O)N2CCCCC2)cc1NC(=O)CCN1C(=O)C2CC=CCC2C1=O (configuration not stated)	0.0	103	10	104	110	104	93	105
29	O=C(CSc1nnc(-c2ccccc2)c(-c2ccccc2)n1)N1CCc2ccccc21	2.0	99	4	92	99	103	109	94
30	CCn1nc(CCC(=O)O)c2ccccc2c1=O	0.1	102	-1	104	103	101	91	103
31	O=c1[nH]cnc(O)c1C(c1ccc(Br)cc1)c1c(O)nc[nH]c1=O	-0.1	93	-2	106	93	98	104	97
32	CCOc1ccc(NC(=O)Nc2cc(C)ccc2F)cc1	-0.2	100	-3	108	102	97	103	89
33	O=C(CCSc1nc(-c2ccco2)cc(C(F)(F)F)n1)NCc1cccs1	0.0	99	-1	106	113	100	100	101
34	COC(=O)CN(C#N)c1nc(NC(C)C)nc(OC)n1	-0.2	100	-1	99	104	103	93	101
35	COc1ccccc1NC(=S)NC(=O)C1CC1	-0.3	106	38	105	116	105	97	106
36	COc1ccccc1NCCC(=O)OCC(=O)NC1CCCCC1	0.1	98	3	92	105	95	103	93
37	CN(CCNC(=O)c1cn(C)c2ccc(S(=O)(=O)N(C)C)cc2c1=O)CCc1ccccc1	-0.1	99	1	100	107	103	101	106
38	COC(=O)C(C)N(c1ccc(C)cc1)S(=O)(=O)c1c(C)[nH]c(=O)[nH]c1=O (configuration not stated)	0.0	97	-2	100	103	91	99	103
39	CC(C)CCN(C(=S)NC(=O)C1CCCCC1)c1c(N)n(Cc2ccccc2)c(=O)[nH]c1=O	-0.1	101	-3	87	97	96	120	98
40	CCCCCCCNc1nc(Cl)nc(NCCO)n1	0.0	102	1	105	102	94	90	100
41	COCCN(C(=O)CNC(=O)c1ccco1)C(C(=O)NC1CCCC1)c1ccccc1F (configuration not stated)	-0.1	102	-1	100	108	106	90	105
42	COc1ccc(Cl)cc1NC(=O)CN(C)C(=O)c1cc(C)oc1C	0.0	95	1	101	101	85	97	98
43	CC(=O)N1CCN(C(=S)c2ccc([N+](=O)[O-])cc2)CC1	0.0	107	1	103	106	105	85	104
44	Cc1ccc(OCC(=O)Nc2ccccc2N2CCCC2)c(C)c1	-0.1	103	-1	114	101	96	91	97
45	O=C(c1ccc(N2CCCC2=O)cc1)N1CCN(c2ccccc2F)CC1	0.0	102	-1	99	115	112	100	104
46	Cc1ccc(S(=O)(=O)NCc2ccc(C(=O)NCCCN3CCN(C)CC3)cc2)cc1	-0.1	100	-1	100	95	x	98	104
47	Cc1cccc(-n2nnnc2SCC(=O)NC2CCCC2)c1	0.1	102	0	102	104	102	109	106
48	Cc1cc(C)c2nc(NC(=O)CN3C(=O)NC4(CCCC4)C3=O)sc2c1	-0.1	100	-10	106	100	112	79	105
49	CCOC(=O)N1CCN(C(=O)c2cc(S(=O)(=O)N3CCCC3)cn2C)CC1	-0.1	100	1	94	95	105	103	97
50	C=CCn1c(SCC(=O)N(CC)C2CCS(=O)(=O)C2)nnc1-c1ccccc1 (configuration not stated)	0.2	96	-1	94	100	88	83	98
51	Cc1ccc(C)c(S(=O)(=O)N2CCN(C(=O)c3ccc(C)s3)CC2)c1	2.5	98	-1	74	95	78	102	64
52	c1cncc(-c2nc(NCCCn3ccnc3)c3ccccc3n2)c1	0.1	100	75*	96	106	98	93	99
53	C=CCNC(=O)C(C(=O)OCC)C1CCCCC1 (configuration not stated)	0.0	96	-1	108	101	92	96	x
54	CC(C)CCC1(C)NC(=O)N(CC(=O)Nc2ccc3c(c2)OCCO3)C1=O (configuration not stated)	-0.4	101	2	92	96	104	97	99
55	CCOC(=O)C1=C(N)Oc2c(c(=O)[nH]c3ccccc23)C1c1ccccc1 (configuration not stated)	-0.1	95	5	87	94	98	96	99
56	CCOC(=O)CNc1nc(OCC#N)nc(N2CCOCC2)n1	0.1	111	5	106	101	99	96	111
57	O=C(NN1C(=O)C2C(C1=O)C1C=CC2C12CC2)c1cccc(Cl)c1 (configuration not stated)	0.0	93	0	95	91	103	107	99
58	O=C(N=C1c2ccccc2CN1c1cccc(Cl)c1)c1cccnc1	-0.3	102	14	89	96	101	95	88
59	CC(=O)c1cccc(-c2csc(N3CCC(C(N)=O)CC3)n2)c1	-0.5	98	0	116	99	100	87	102
60	COc1ccc(CN2CCNC(=O)C2CC(=O)NCc2ccc(C)s2)c(OC)c1 (configuration not stated)	0.0	99	-2	91	103	100	96	99
61	Cc1ccc(C(=O)OCC(=O)c2c(N)n(C)c(=O)n(C)c2=O)cc1S(=O)(=O)N1CCOCC1	0.0	95	3	87	90	96	90	96
62	CC(C)(C)c1cc(C(=O)NNC(=O)c2ccc(Cl)cc2)no1	-0.1	98	-5	106	103	102	97	108
63	O=S(=O)(NC1CCCCC1)c1cccc2nsnc12	0.0	100	1	101	105	98	92	97
64	CC(C1CC1)N(C(=O)c1ccccc1[N+](=O)[O-])c1ccccc1 (configuration not stated)	-0.1	100	0	117	124	103	98	103
65	CCC(C)NC(=O)C1c2ccccc2C(=O)N1Cc1ccc(F)cc1 (configuration not stated)	0.0	100	-1	95	101	97	98	96
66	CCc1ccc(S(=O)(=O)Nc2ccc(-c3ccc4nncn4n3)cc2)s1	0.0	97	0	115	94	93	102	104
67	O=C(COc1ccc(S(=O)(=O)N2CCCCC2)cc1)NCc1cccnc1	0.0	101	3	103	104	99	89	97

The order is random. About 3.9% of those tested had a hit in this group.
